# 14-3-3g Raf = 14-3-3 gamma protein interaction modulation. P61981. FP, 14-3-3gamma / TMR-pS259-Raf peptide binding. inhibition, % at 40 µM. actives 0.19% (n = 160,000). AID 422; in the data active = inhibition above about 30%;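 note: 0% = protein plus tracer without compound and 100% = blank with tracer alone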
# Target sequence (P61981 whole entry, looked up): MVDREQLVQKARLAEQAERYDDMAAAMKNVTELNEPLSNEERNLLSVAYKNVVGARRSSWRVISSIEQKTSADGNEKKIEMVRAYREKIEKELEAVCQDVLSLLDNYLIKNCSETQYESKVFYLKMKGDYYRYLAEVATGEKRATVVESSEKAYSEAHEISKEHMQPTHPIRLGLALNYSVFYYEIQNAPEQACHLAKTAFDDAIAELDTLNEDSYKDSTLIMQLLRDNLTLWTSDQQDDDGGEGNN
# Active calls of the source: *; & = joins results of further samples. Only part of the results is shown. The share of hits here may be higher or lower than overall.
SMILES,14-3-3g Raf
CCOC(=O)c1cc(-c2ccncc2)nc2c1c(C)nn2-c1ccccn1,-5
O=C1C(=O)N(c2nc3ccc(Br)cc3s2)C(c2ccc(F)cc2)/C1=C(\O)c1ccccc1 (configuration not stated),-19
O=S(=O)(c1ccc(Br)s1)N1CCN(c2ccccc2)CC1,7&-16
Cc1ccc(NCC(O)Cn2c3c(c4cc(C)ccc42)CCCC3=O)cc1 (configuration not stated),1
Cc1ccc(S(=O)(=O)N=C(CSC(N)=O)Nc2ccccc2C)cc1,1
Cc1cccc(N2CCN(C(=O)CCC3=NS(=O)(=O)c4ccccc4N3)CC2)c1C,-8
CCOC(=O)CSc1nnc(CNC(=O)c2cccc(F)c2)n1C,0
O=C(NCCC1=CCCCC1)C1CCN(c2nc3ccccc3o2)CC1,5
Cn1ccc(C(=O)OCC(=O)c2ccccc2)n1,-7
CCCCC(=O)Oc1c(Sc2ccccc2[N+](=O)[O-])c(C)nn1-c1ccccc1,-13
Cc1ccc(-c2nc3ccccc3[nH]2)cc1NC(=O)c1ccco1,-10
CCc1nnc(NC(=O)CCC(=O)N2CCN(C3CCCCC3)CC2)s1,-5

# By substructure, those above containing bromine (2)
SMILES,14-3-3g Raf
O=C1C(=O)N(c2nc3ccc(Br)cc3s2)C(c2ccc(F)cc2)/C1=C(\O)c1ccccc1 (configuration not stated),-19
O=S(=O)(c1ccc(Br)s1)N1CCN(c2ccccc2)CC1,7&-16

# Next records follow.
SMILES,14-3-3g Raf
CCN1CCN(C(=O)CCCCCn2c(=O)[nH]c3cc(C(=O)OC)ccc3c2=O)CC1,4
O=C(Nc1nccs1)C1CCCN(S(=O)(=O)c2cccc3nsnc23)C1 (configuration not stated),-8
COc1ccc(-c2nc(-c3ccc(NC(=O)c4ccc(C)c([N+](=O)[O-])c4)cc3)no2)cc1OC,-4
Cc1c(NC(=O)Nc2cccc(Cl)c2)c(=O)n(-c2ccccc2)n1C,0
Cc1cccc(-n2ccnc2SCC(=O)Nc2cccc3ccccc23)c1C,-4
COc1ccc(CCNC(=O)C(=O)NCc2cccnc2)cc1,-1
Cc1cccc(NC(=O)CSc2nc3c(cnn3-c3ccc(Cl)cc3)c(=O)[nH]2)c1C,-112
COc1cc(NC(=O)NCCN2CCN(c3ccc(Cl)cc3)CC2)ccc1C,3
COc1cccc(-c2nnc3sc(-c4ccccn4)nn23)c1,-2
CCCc1cc(C(N)=O)c(NC(=O)c2ccoc2C)s1,-33
CSc1ccccc1NC(=O)c1cc(-c2ccc(Cl)cc2)nc2ccccc12,-10
Cn1c(SCCCC(=O)c2ccccc2)nnc1-c1ccncc1,-5
CC(=O)N1CCc2cc(S(=O)(=O)Nc3cc(C)ccc3C)ccc21,-1
OCC1(CO)CCCC1(CO)CO,3
c1ccc(N2CCN(c3nc4cc5c(cc4s3)OCO5)CC2)cc1,-1
COc1ccc(CCNC(=O)C2CCN(C(=O)c3ccccc3C)CC2)cc1,-2
COC(=O)C(C#N)C(c1cccnc1)c1c(C)[nH][nH]c1=O (configuration not stated),-6
CCCOc1ccc(C2NC(=O)NC(C)=C2C(=O)OCC2CCCO2)cc1OC (configuration not stated),-15
CCCCCCOC(=O)C1=C(C)NC(=O)NC1c1ccccc1Br (configuration not stated),-5
COC(=O)c1cccc(NC(=O)COc2ccc(C(C)C)c(C)c2)c1,9
COc1ccccc1NC(=O)CN1C(=O)C2C3C=CC(C3)C2C1=O (configuration not stated),-6
Cc1ccc(N2C(=O)CSC2c2ccc(Br)cc2)cc1Cl (configuration not stated),0
O=C(NC1CC1)c1ccc(Cn2c(=S)[nH]c3ccsc3c2=O)cc1,-7
O=C(NCC(=O)N(c1ccc2c(c1)OCO2)C(C(=O)NC1CCCC1)c1cccs1)c1ccco1 (configuration not stated),-1

# Single values from the results shown.
# `Cn1c(SCCCC(=O)c2ccccc2)nnc1-c1ccncc1` in 14-3-3g Raf: -5
# `O=S(=O)(c1ccc(Br)s1)N1CCN(c2ccccc2)CC1` in 14-3-3g Raf: 7&-16
# `Cc1cccc(NC(=O)CSc2nc3c(cnn3-c3ccc(Cl)cc3)c(=O)[nH]2)c1C` in 14-3-3g Raf: -112
# `COc1ccc(CCNC(=O)C(=O)NCc2cccnc2)cc1` in 14-3-3g Raf: -1
# `O=C1C(=O)N(c2nc3ccc(Br)cc3s2)C(c2ccc(F)cc2)/C1=C(\O)c1ccccc1` (configuration not stated) in 14-3-3g Raf: -19
# `CC(=O)N1CCc2cc(S(=O)(=O)Nc3cc(C)ccc3C)ccc21` in 14-3-3g Raf: -1
# `OCC1(CO)CCCC1(CO)CO` in 14-3-3g Raf: 3

# (list continues)
SMILES,14-3-3g Raf
CCOc1ccc(C(=O)NCCNc2c(Cl)cccc2[N+](=O)[O-])cc1[N+](=O)[O-],-2
COC(=O)c1ccccc1NS(=O)(=O)c1cc(OC)ccc1OC,5
Cc1[nH]c2ccccc2c1SCCNC(=O)c1ccc2ccccc2c1,-3
COc1ccc(C2CC(c3cccs3)=NN2C(=O)CS(=O)(=O)c2c[nH]c3ccccc23)cc1 (configuration not stated),-21
CCc1c(C)c2ccc(OCC(=O)OC(C)C)c(C)c2oc1=O,-1
O=C1C(=O)N(Cc2cccnc2)C(c2ccccn2)/C1=C(/O)c1ccccc1 (configuration not stated),3
CC1CCCN(S(=O)(=O)c2ccc3c(c2)oc(=O)n3C)C1 (configuration not stated),-8
CCCCC(=O)Nc1ccc(NC(=O)C2CC2)cn1,-2
CC(C)OCCCNS(=O)(=O)c1ccc2c(c1)CCN2C(=O)C1CC1,3
O=S(=O)(c1cc(C(F)(F)F)ccc1Cl)N1CCCCCC1,0
COc1ccc(NC(=O)C2Cc3ccccc3C(=O)O2)cc1 (configuration not stated),-3&-1
CC(C)c1c(O)nc(SCC(=O)Nc2ccc3c(c2)CCC3)[nH]c1=O,0
CCC(Oc1ccc2c(c1)C(=O)CC(C)(C)O2)C(=O)N1CCC(C)CC1 (configuration not stated),-10
CC12CCC(C(=O)NCc3ccco3)(OC1=O)C2(C)C (configuration not stated),6
O=C(Nc1ccc(Oc2ccccc2)cc1)c1ccc(F)c(S(=O)(=O)NC2CCCCC2)c1,-10
CC(NC(=O)NC12CC3CC(CC(C3)C1)C2)C(=O)O (configuration not stated),3
CCCCCCCOC(=O)c1[nH]c2c(c1C)C(=O)CC(c1cccs1)C2 (configuration not stated),-2
Cc1cccc(N2CN(Cc3ccccc3)CNC2=S)c1C,13
CCCn1cnc2cc(NCc3cccc(OC)c3O)ccc21,-6
COC(=O)c1ccc(Nc2cc(N3CCCC3)c3noc4c3c2C(=O)c2ccccc2-4)cc1,-253
CN(C)S(=O)(=O)Nc1ccc(NS(=O)(=O)N(C)C)c(S(=O)(=O)c2ccccc2)c1,2
COc1ccc(-c2cc(C(F)(F)F)n3nc(C(=O)NCc4ccco4)cc3n2)cc1OC,4
CCCN(C(=O)Cc1c(C(=O)O)n(CC)c2ccccc12)c1cccc(Cl)c1,-13
CCCOC(=O)C1=C(C)NC2=C(C(=O)CC(C)(C)C2)C1c1cc2c(cc1Cl)OCO2 (configuration not stated),0
COc1ccc(N2C(=O)C3CC=CCC3C2=O)cc1Cl (configuration not stated),-5
COc1ccccc1N1CCN(C(=O)c2cc3nc4c(c(C(F)(F)F)n3n2)CCc2ccccc2-4)CC1,-1
O=C(CN1CCCCC1)N1CCN(C(=O)CN2CCCCC2)CC1,-6
O=C(OCCN1C(=O)c2cccc3c(N4CCCCC4)ccc(c23)C1=O)c1ccccc1Br,-19
CCc1nc2nc(C)cc(Nc3cccc(C(F)(F)F)c3)n2n1,-3
COc1cccc(CN2CCN(C(=O)c3cccs3)CC2)c1OC,-11&3
CCOC(=O)C1=C(C)OC(N)=C(C(=O)OCC)C1c1ccncc1 (configuration not stated),-10
c1ccc(OCc2nc(-c3ccccn3)no2)cc1,-4
O=C(NCCc1ccccc1)C1c2ccccc2C(=O)N1C1CC1 (configuration not stated),0
COC(=O)/C=c1\sc2n(c1=O)C(C)=CC(C)(C)N=2,-6
C=CCn1c(SCC(=O)NCC(=O)OCC)nnc1-c1cccc(OC)c1,-11
O=C(Cn1cnc2sc3c(c2c1=O)CCCC3)NCC(=O)N1CCOCC1,-3
CCOC(=O)CC(C#N)c1c[nH]c2ccccc12 (configuration not stated),5
O=c1cc[nH]c2cc(C(F)(F)F)ccc12,-5
CCC(O)C1=C(c2ccccc2)Oc2ccccc2C1c1ccccc1 (configuration not stated),-4
O=C1CN(C(=O)c2cnccn2)c2ccccc2N1,-11
Cc1noc(C(=O)NCc2cccnc2)c1Cl,-1
COC(=O)c1ccc2c(c1)NC(=O)c1ccccc1S2,-1
CCCCC(C(=O)Nc1cccc(Cl)c1)N1C(=O)C2C3c4ccccc4C(c4ccccc43)C2C1=O (configuration not stated),-2
Cc1cc(NC(=O)c2cc3ccccc3oc2=O)nc2c1c(=O)oc1ccccc12,-17
CC1=C(C(=O)OC(C)C)C(c2ccccc2Cl)NC(=O)N1 (configuration not stated),-9
COc1ccccc1N1CCN(C(=O)c2ccc(Cn3c(=S)[nH]c4ccc(Br)cc4c3=O)cc2)CC1,-7
O=S1(=O)c2ccccc2NC(c2ccccc2)N1Cc1ccccc1 (configuration not stated),-1
O=C(Nc1ccc(-c2nc3ccccc3o2)cc1)c1ccc(Cl)c([N+](=O)[O-])c1,-394
O=C(Nc1ccc([N+](=O)[O-])cc1)c1cccc(S(=O)(=O)Nc2ccc(F)cc2)c1,-13
CCSc1nnc(NC(=O)CCCC(=O)O)s1,-3
O=S(=O)(Nc1nccs1)c1ccc(NS(=O)(=O)c2cccs2)cc1,-8
Cc1nn(CC(=O)NCCN2CCOCC2)c(=O)c2ccccc12,-4
O=C(CSc1nnc(-c2ccccn2)n1Cc1ccccc1)NC1CCCC1,-3
CCN(CC)C(=O)CSc1nnc(CCNC(=O)OC(C)(C)C)o1,-10
CC1=NNC(=O)C1CCC(=O)O (configuration not stated),6
Cn1c(=O)oc2cc(S(=O)(=O)N3CCC(C(=O)N4CCN(c5ccccc5)CC4)CC3)ccc21,3
Cc1csc(NC(=O)Cn2c(=O)oc3cc(Cl)ccc32)n1,-6
COCc1cc(=O)n2[nH]c(C)cc2n1,-2&1
CCSc1ccccc1C(=O)Nc1cccc(OC)c1,18
CCOC(=O)c1ccccc1NS(C)(=O)=O,-3
# Next section:
SMILES,14-3-3g Raf
CC1CCN(C(=O)Cn2c(=O)n(Cc3ccccc3)c(=O)c3cc(Cl)ccc32)CC1,2
CCOc1cc(N2CCOCC2)c(OCC)cc1NC(=O)Cc1cn2ccsc2n1,5
Cc1cccc(C)c1N1CCN(S(=O)(=O)c2ccc(F)cc2)CC1,4
Cc1cccc(-n2ncc3c(NC(c4ccccc4)c4ccccc4)ncnc32)c1,-4
CCc1ccccc1NC(=O)CN1C(=O)c2ccccc2Sc2ccc(C(=O)N3CCCC3)cc21,-38
CCC(=NCCN1CCNCC1)C1=C(O)CC(C)(C)CC1=O,1
c1ccc(C(Cc2nc(-c3cccnc3)no2)c2ccccc2)cc1,1&-7
CC1CCN(S(=O)(=O)c2ccc3nc(-c4ccccc4)cc(C(=O)O)c3c2)CC1,-3
COc1ccc(CC(=O)Nc2ccc3nc(N4CCOCC4)cc(C)c3c2)cc1OC,-1
Cc1ccc(N(CC(=O)N2CCc3ccccc3C2)S(C)(=O)=O)cc1Cl,1
Cc1ccc(Cl)cc1N1C(=O)CN(Cc2cccs2)C1=S,-3
Cc1sc2nc(Cc3ccccc3)nc(Nc3ccc(F)cc3)c2c1C,6

# Looked up by compound from the entries so far:
SMILES,14-3-3g Raf
Cc1[nH]c2ccccc2c1SCCNC(=O)c1ccc2ccccc2c1,-3
Cc1cccc(-n2ncc3c(NC(c4ccccc4)c4ccccc4)ncnc32)c1,-4
CCOc1ccc(C(=O)NCCNc2c(Cl)cccc2[N+](=O)[O-])cc1[N+](=O)[O-],-2
CCc1nc2nc(C)cc(Nc3cccc(C(F)(F)F)c3)n2n1,-3

# Following part.
SMILES,14-3-3g Raf
COc1ccc(CN2C(=O)CCC2(C)C(=O)NC2CCC(C)CC2)cc1 (configuration not stated),7
CCOC(=O)c1ccc2c(c1)C1C=CCC1C(C(=O)O)N2 (configuration not stated),-48
O=C(Nc1ccccc1)c1cc(S(=O)(=O)Nc2ccc(Br)cc2)ccc1Br,-7
O=C(Nc1ccc(N2CCOCC2)cc1)c1cc([N+](=O)[O-])ccc1Br,1
Cc1ccccc1N1C(=O)C2ON(c3ccccc3C)C(c3ccc(N(C)C)cc3)C2C1=O (configuration not stated),4
CCN1CNC(=S)N(c2cccc(OC)c2)C1,4
Cc1ccc(C(=O)NCc2ccco2)cc1,-22
CC1CCC2C(=O)N(c3ccc(N(C)C4CCCCC4)c([N+](=O)[O-])c3)C(=O)C2C1 (configuration not stated),-1
COc1cccc(NC(=O)c2ccc(NCc3ccccc3OC)c([N+](=O)[O-])c2)c1,-9
O=S(=O)(Cc1ccccc1)N1CCN(Cc2ccccc2)CC1,4
O=C(Nc1cccc(C(F)(F)F)c1)c1ccc(NC(=O)c2ccccc2Cl)cc1,-8
CCOc1ccc(-n2c(C)nc3cc(C(=O)NCCN4CCOCC4)ccc32)cc1,-7
O=C(O)c1cc(S(=O)(=O)NCc2ccco2)ccc1Cl,4
COc1ccc(C2C(C(=O)N3CCN(C)CC3)c3ccccc3C(=O)N2C2CCCCC2)cc1 (configuration not stated),-7
COc1cc(C(=O)OCCCN2CCCN(CCCOC(=O)c3cc(OC)c(OC)c(OC)c3)CC2)cc(OC)c1OC,-7
Cc1nc2n(CCN3CCCCC3)c3ccccc3n2n1,6
O=C(CSc1oc(-c2ccccc2)nc1S(=O)(=O)c1ccc(Cl)cc1)c1ccccc1,-132
CCOC(=O)N1CCC(NC(=O)c2cnn3c2NC(c2ccco2)CC3C(F)(F)F)CC1 (configuration not stated),-31
O=C(c1cccc(Cl)c1)N1N=C(C2CCCCC2)CC1(O)C(F)(F)F (configuration not stated),-4
O=C(CCSc1nc2ccccc2s1)NC1CCCCC1,-5
Nc1nnc(SCc2cccc(C(F)(F)F)c2)s1,-1
CCOc1ccc(NC2=CC(=NS(=O)(=O)c3cc(C)ccc3C)c3ccccc3C2=O)cc1,-21
O=C(C1CCN(S(=O)(=O)c2cccnc2)CC1)N1CCN(c2ccccc2Cl)CC1,4&1
O=c1c2cc(N3CCCCC3)ccc2nc(SCc2cc(=O)n3cc(Br)ccc3n2)n1Cc1ccccc1,-157
